PKA-R2B act: activates the human PKA-R2B holoenzyme complex. AID 504700. PKA-R2B holoenzyme dissociation, Cy5-IP20 fluorescence polarization; R2B truncated from residue 108, S112A mutant; 0% DMSO only, 100% 113 µM cGMP. activation, % at 11.4 µM. 340,000 compounds, 0.079% hits. P22694+P31323;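 active = activation above a cutoff set at the mean over all compounds plus 3 SD, cut at about 18% in these data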;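 note: higher means more holoenzyme dissociation and a rise in polarization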
HTR5A inv ag: HTR5A inverse agonism, opioid heterodimer counter-screen; P47898; HTR5A cell line, luminescence; inhibition, % at 9.3 µM; 340,000 compounds, 0.083% hits; AID 504634; in the data active = inhibition mostly above about 23%, no sharp cut-off; inactive = mostly below about 18%;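 note: 0% = cells with DMSO and 100% = no-cell wells with DMSO; some compounds called inactive have numbers as strong as hits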
Target sequence (P47898 whole entry, looked up): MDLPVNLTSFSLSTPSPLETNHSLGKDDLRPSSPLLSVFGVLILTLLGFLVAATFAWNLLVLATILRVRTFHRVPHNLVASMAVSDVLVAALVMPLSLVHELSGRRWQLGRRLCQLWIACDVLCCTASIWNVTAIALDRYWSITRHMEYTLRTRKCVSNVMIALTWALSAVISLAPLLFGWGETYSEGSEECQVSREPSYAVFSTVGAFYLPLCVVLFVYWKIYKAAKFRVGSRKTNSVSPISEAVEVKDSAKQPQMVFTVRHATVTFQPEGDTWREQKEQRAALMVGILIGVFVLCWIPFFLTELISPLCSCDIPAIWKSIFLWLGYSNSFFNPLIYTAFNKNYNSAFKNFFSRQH
E coli growth: counter-screen for AddAB inhibitors: E. coli growth inhibition | E. coli V3065 growth, OD600 absorbance, 18 h | inhibition, % at 11.9 µM | 330,000 compounds, 0.27% hits;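 active = inhibition above the campaign's mean inhibition across all tested compounds plus 3 SD, cut at about 9.9% in these data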;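 note: uninfected addAB+ strain grown without phage in ampicillin broth; 0% = DMSO wells and 100% = ciprofloxacin 0.95 µg/ml wells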
AddAB inh: less growth of phage-infected E. coli with AddAB; E. coli expressing H. pylori AddAB, absorbance growth; inhibition, % at 11.9 µM; 330,000 compounds, 0.29% hits; AID 435030; in the data active = inhibition above about 12%;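 note: 0% = vehicle wells of infected cells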
phage Ecoli inh: E. coli growth loss with phage present; growth absorbance; inhibition, % at 11.9 µM; 360,000 compounds, 0.26% hits; in the data active = inhibition above about 11%
HTR5A ag ctr: activates human HTR5A in OPRM1-OPRD1 agonist counter-screen | 340,000 compounds, 0.61% hits | AID 504692 | P47898 | HTR5A agonist assay, luminescence, cell-based | activation, % at 9.3 µM; in the data active = activation mostly above about 9.5%, no sharp cut-off; inactive = mostly below about 7.6%;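 note: 0% = cells with vehicle only and 100% = reference agonist; strong numbers were not always called active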
PKA-R1A activ: activators of PKA-R1A complex; 340,000 compounds, 0.083% hits; AID 504707; PKA-R1A dissociation, Cy5-IP20 fluorescence polarization; scaled: DMSO 0%, 113 µM cGMP 100%; activation, % at 11.4 µM; P00514+P68181;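 active = percent activation above the mean of all tested compounds plus 3 SD, cut at about 19% in these data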;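 note: higher means more PKAc released from R1A so a rise in polarization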
CDK5 inh: inhibitors of human CDK5/p35 kinase | Recombinant CDK5/p35, ADP-Glo luminescence, 60 min | inhibition, % at 10 µM | 330,000 compounds, 0.01% hits;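 active = highest replicate inhibition of at least 50% and at least 75% of replicates reaching 50%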;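 note: plate controls were DMSO neutral control for no effect and GW8510 at 10 µM for full effect; many of its hits are not listed in these tables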
Tat export inh: inhibitors of E. coli Tat protein transport | E. coli MC4100 TorA-mCherry Tat export, fluorescence | inhibition, % at 10 µM | 340,000 compounds, 0.036% hits;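 active = mean replicate inhibition at least 50% and at least half of replicates individually reaching 50%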;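 note: exported cargo escapes ClpAP degradation while cytoplasmic cargo is degraded and loses fluorescence; 0% = median of neutral control wells and 100% = median of NaSCN control wells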
Mot1-301 SUMO: SUMOylation pathway inhibition by Mot1-301 growth rescue; 320,000 compounds, 1% hits; growth rescue, % at 18.8 µM; AID 2716; S. cerevisiae Mot1-301 growth rescue, ATP luminescence, 38.5C; percent above DMSO median, 100 means doubled;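 active = every valid replicate shows activation above 250% relative to neutral control wells; inactive = the rest, any valid replicate at or below 250%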;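 note: OY570 slx delta 5 strain wells were the positive control but not used for scaling; some compounds called inactive have numbers as strong as hits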
DAGLB inh: blocks human DAGLB lipase activity | HEK293T DAGLB membrane lysate, EnzChek fluorogenic substrate | inhibition, % at 5.17 µM | 340,000 compounds, 0.059% hits; in the data active = inhibition above about 34%;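 note: 0% = enzyme with vehicle and 100% = wells lacking enzyme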
Target sequence (Q8NCG7 whole entry, looked up): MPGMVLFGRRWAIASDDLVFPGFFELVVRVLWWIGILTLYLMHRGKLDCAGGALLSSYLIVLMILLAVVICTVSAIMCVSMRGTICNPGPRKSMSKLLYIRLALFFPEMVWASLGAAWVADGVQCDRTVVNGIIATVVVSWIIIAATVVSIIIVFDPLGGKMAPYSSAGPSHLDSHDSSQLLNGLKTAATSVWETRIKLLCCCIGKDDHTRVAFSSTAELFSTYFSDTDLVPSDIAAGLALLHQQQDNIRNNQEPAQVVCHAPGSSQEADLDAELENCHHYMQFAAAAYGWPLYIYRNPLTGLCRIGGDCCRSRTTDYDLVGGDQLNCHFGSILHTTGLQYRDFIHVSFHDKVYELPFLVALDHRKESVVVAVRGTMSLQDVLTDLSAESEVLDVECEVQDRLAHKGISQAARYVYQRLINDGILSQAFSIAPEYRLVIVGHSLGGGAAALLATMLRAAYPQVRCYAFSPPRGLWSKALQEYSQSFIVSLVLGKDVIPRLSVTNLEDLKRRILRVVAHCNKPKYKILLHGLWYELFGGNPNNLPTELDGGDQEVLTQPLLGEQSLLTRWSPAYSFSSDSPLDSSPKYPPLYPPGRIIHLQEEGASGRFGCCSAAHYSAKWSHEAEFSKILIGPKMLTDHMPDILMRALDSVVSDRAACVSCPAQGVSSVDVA
Starred values were filed as active, the others as inactive; . = not tested or not shown.

1. CCC(COC(=O)Nc1cccc(C)c1C)NC(=O)OCC(C)C (stereo unspecified)
2. O=C1CCCCCN1Cc1nnc(SCc2nc3ccccc3s2)n1-c1ccccn1
3. CN(c1ccc(F)cc1)S(=O)(=O)c1ccc(Cl)c(C(=O)Nc2ccncc2)c1
4. COC(=O)c1c(-c2ccc(N(C)C)cc2)sc2ccc(OC)cc12
5. O=C(CN(C(=O)CCC(=O)Nc1ccccn1)c1cccc(F)c1)NCc1ccc(F)cc1
6. O=C(NCCCN1CCCC1=O)c1cccc(S(=O)(=O)N2CCN(c3ccc(F)cc3)CC2)c1
7. CC(=O)OCC(=O)C1(O)CCC2C3CC(C)C4=CC(=O)C=CC4(C)C3(F)C(O)CC21C (stereo unspecified)
8. O=C(NNC(=O)C1CC=CCC1)c1ccccc1Br (stereo unspecified)
Assay by compound | 1 | 2 | 3 | 4 | 5 | 6 | 7 | 8
PKA-R2B act | 3 | 1 | -7 | -9 | -4 | 12 | -9 | -5
HTR5A inv ag | 17 | -7 | -20 | -14 | 10 | 3 | -12 | -2
E coli growth | 0.0 | -2.4 | -0.9 | -1.3 | -1.0 | 0.1 | . | 0.5
AddAB inh | 1.1 | -0.2 | -2.2 | -3.2 | 1.8 | -0.8 | . | 4.7
phage Ecoli inh | 1.0 | 0.5 | 4.8 | -2.2 | 2.5 | 1.9 | 2.2 | 2.7
HTR5A ag ctr | -4 | 3 | 5 | 6 | 0 | -3 | 3 | 0
PKA-R1A activ | -5 | 3 | -10 | -4 | 2 | -2 | -2 | 4
CDK5 inh | 0.5 | -0.1 | 0.4 | -2.5 | -0.7 | 2.5 | -0.2 | 1.8
Tat export inh | -4 | 3 | 1 | -2 | -2 | 0 | 7 | 1
Mot1-301 SUMO | 7 | 5 | 5 | 51 | 272 | 10 | . | -8
DAGLB inh | -2 | -1 | 1 | -3 | -1 | 2 | 2 | -2

9. CC(C)c1ccc(NC(=O)CCNS(=O)(=O)c2cccc3nsnc23)cc1
10. O=S1(=O)CC/C(=N\Nc2ccccc2)c2ccsc21
11. Cc1cc(-c2ccc(C)c(S(=O)(=O)NCc3ccc(Br)cc3)c2)on1
12. CC(O)C1C(=O)OC2(C)CC(C)(C)NC(=S)N12 (stereo unspecified)
13. COCCCNC(=O)CSc1nc2ccc(N3CCOCC3)cc2c(=O)n1CCc1ccccc1
14. CCOc1ccc2ccccc2c1C(=O)Nc1cc(=O)n(C)c(=O)n1C
15. Cc1cc(-c2nnc(SCC(=O)Nc3ccccc3C)n2N)n[nH]1
16. O=S1(=O)NC(C2CC2c2ccccc2)CCO1 (stereo unspecified)
Assay by compound | 9 | 10 | 11 | 12 | 13 | 14 | 15 | 16
PKA-R2B act | 0 | 7 | -7 | 2 | 5 | 6 | -1 | 1
HTR5A inv ag | -23 | -1 | 15 | -10 | 8 | 4 | 13 | -15
E coli growth | 1.1 | 1.4 | -2.8 | 1.5 | -0.3 | -0.3 | -2.3 | 0.9
AddAB inh | 0.5 | 3.4 | 0.2 | 0.8 | 1.1 | 0.6 | 3.0 | 2.7
phage Ecoli inh | 0.6 | 5.2 | -0.2 | 2.6 | 2.0 | 4.0 | 5.2 | 0.8
HTR5A ag ctr | 9 | 0 | -4 | -1 | 1 | -1 | 5 | 5
PKA-R1A activ | 0 | -7 | 5 | 13 | -9 | -2 | -6 | -3
CDK5 inh | 1.8 | 2.2 | -1.4 | 1.4 | -1.1 | 0.7 | 0.0 | 2.7
Tat export inh | -22 | 5 | 19 | 2 | -3 | -4 | 2 | -4
Mot1-301 SUMO | -2 | . | 64 | 11 | -8 | 1 | 12 | 0
DAGLB inh | 1 | 0 | -3 | 0 | 0 | -3 | 0 | 0

17. C/C(=N/NS(=O)(=O)c1ccc(C)cc1)c1ccc(NC(=O)C(F)(F)F)cc1
18. O=C(O)Cn1c(C(F)(F)F)nc2ccccc21
19. CN(C)S(=O)(=O)c1cccc(NC(=O)COC(=O)c2cn(-c3ccccc3)nc2-c2ccccc2)c1
20. N#Cc1ccc(CN2CCN(c3ccc(S(=O)(=O)N4CCCC4)cn3)CC2)cc1
21. Cc1cccc(NC(=O)Nc2ccc3c(c2)CCC3)c1
22. CCc1ccc(-c2nn(-c3ccccc3)cc2C2SCC(=O)N2Cc2ccco2)cc1 (stereo unspecified)
23. O=C(/C=C/c1cccc([N+](=O)[O-])c1)N1CCN(c2ccccc2F)CC1
24. CC(C(=O)Nc1ccccn1)N1C(=O)c2ccccc2S1(=O)=O (stereo unspecified)
Assay by compound | 17 | 18 | 19 | 20 | 21 | 22 | 23 | 24
PKA-R2B act | 7 | -4 | 10 | -1 | -10 | -9 | 0 | 3
HTR5A inv ag | -2 | -29 | -29 | -15 | -1 | -13 | -1 | 2
E coli growth | 2.3 | 2.1 | 1.5 | 0.3 | 2.3 | -1.5 | -1.6 | 3.2
AddAB inh | 3.4 | 1.5 | 2.8 | 3.4 | -0.7 | 0.1 | 4.5 | 2.7
phage Ecoli inh | 4.5 | 0.7 | 2.7 | -0.1 | -0.7 | 4.3 | 3.6 | -1.5
HTR5A ag ctr | 1 | 5 | 11 | 6 | 0 | 4 | 0 | -1
PKA-R1A activ | -10 | 0 | 2 | -3 | 4 | -19 | -21 | 2
CDK5 inh | 0.4 | 4.2 | -2.8 | -0.5 | 0.9 | 0.3 | -1.2 | -3.5
Tat export inh | -1 | 3 | -3 | -6 | -7 | 0 | -8 | -7
Mot1-301 SUMO | 1 | 9 | -19 | 12 | -8 | -11 | -8 | 3
DAGLB inh | -3 | -1 | -3 | 0 | -2 | -9 | -2 | -1

Excerpt, compounds 1 to 3
1. CCC(COC(=O)Nc1cccc(C)c1C)NC(=O)OCC(C)C (stereo unspecified)
2. O=C1CCCCCN1Cc1nnc(SCc2nc3ccccc3s2)n1-c1ccccn1
3. CN(c1ccc(F)cc1)S(=O)(=O)c1ccc(Cl)c(C(=O)Nc2ccncc2)c1
Assay by compound | 1 | 2 | 3
PKA-R2B act | 3 | 1 | -7
HTR5A inv ag | 17 | -7 | -20
E coli growth | 0.0 | -2.4 | -0.9
AddAB inh | 1.1 | -0.2 | -2.2
phage Ecoli inh | 1.0 | 0.5 | 4.8
HTR5A ag ctr | -4 | 3 | 5
PKA-R1A activ | -5 | 3 | -10
CDK5 inh | 0.5 | -0.1 | 0.4
Tat export inh | -4 | 3 | 1
Mot1-301 SUMO | 7 | 5 | 5
DAGLB inh | -2 | -1 | 1

More structures follow:
Screens in order – PKA-R2B act, HTR5A inv ag, E coli growth, AddAB inh, phage Ecoli inh, HTR5A ag ctr, PKA-R1A activ, CDK5 inh, Tat export inh, Mot1-301 SUMO, DAGLB inh
25: Cc1cc(=O)n2ccccc2c1C#N
    12, -17, 0.0, 1.6, 2.2, -2, -1, -0.1, -3, -13, 3
26: CCN1CCN(c2cc(C)c3cc(NC(=O)c4ccc(OC)c(OC)c4)ccc3n2)CC1
    -12, -2, -1.9, -1.2, 1.0, 1, -3, 0.0, 4, 10, 2
27: O=C(c1ccc(Cl)cc1)N1CCc2c([nH]c3ccccc23)C1C(F)(F)F (stereo unspecified)
    -9, -17, 2.4, 0.4, 4.4, 9, -4, -4.9, 12, 238, -4
28: Cc1ccc([C@@H]2[C@@H]3C(=O)N(C)C(=O)[C@@H]3[C@]3(C)C(=O)N(Cc4ccccc4)CC(=O)N23)o1
    5, -22, -1.1, 4.4, 1.4, 8, -7, 0.9, 2, 19, -8
29: CC1CCN(c2nc3ccc(C(=O)NCCCN4CCCCC4)cc3s2)CC1
    -1, -26, 0.9, 2.6, 0.5, 10, 13, -0.4, 4, -1, -3
30: CCOc1ccc(N2C(=O)CC(Sc3nc(-c4cccs4)cc(C(F)(F)F)c3C#N)C2=O)cc1 (stereo unspecified)
    3, 16, 1.2, 1.5, 2.5, 1, 11, 0.6, 4, 2, 1
31: CC(C)c1ccc(N(C(=O)c2snc(C(N)=O)c2N)C(C(=O)NC2CCCC2)c2ccncc2)cc1 (stereo unspecified)
    2, -5, -0.1, 2.8, 0.3, 2, 9, -7.3, 22, 110, 1
32: COc1cc(NS(=O)(=O)c2cn(C)cn2)cc(OC)c1OC
    4, -21, 1.1, 3.4, 0.3, 0, -10, -0.4, 5, 1, 2
33: O=C(Nc1ccccc1)c1ccccc1O
    11, -8, 3.1, 3.3, 5.2, 4, 7, 0.2, 4, 43, 1
34: CCOc1ccc(N2C(=O)c3ccc(C(=O)OCC(=O)N(CC)C4CCS(=O)(=O)C4)cc3C2=O)cc1 (stereo unspecified)
    -2, -14, 2.3, 4.1, 3.0, 5, 6, -1.2, 3, 0, 4
35: C=CCOC(=O)CSCC(NC(=O)OC(C)(C)C)C(=O)OCC (stereo unspecified)
    7, -17, 0.6, 5.5, 0.3, 7, 5, 0.5, 1, 8, 0
36: Cc1cc(C)cc(NC(=O)NCc2ccccn2)c1
    -8, -16, 0.2, -1.2, -2.8, 2, 3, 0.2, -9, 378, -1
37: O=C(Nc1cccc(N2C(=O)C=CC2=O)c1)c1cccs1
    -6, 2, 0.9, 2.3, 4.3, -1, 3, 8.1, -9, -12, -4
38: CN1CCCN(C(=O)CNC(=O)Cc2ccccc2)CC1
    -1, 0, -0.1, 2.9, 2.4, -6, -3, -1.1, 6, 1, 1

Retrieved by structure from the entries so far, six records:
Screens in order – PKA-R2B act, HTR5A inv ag, E coli growth, AddAB inh, phage Ecoli inh, HTR5A ag ctr, PKA-R1A activ, CDK5 inh, Tat export inh, Mot1-301 SUMO, DAGLB inh
25: Cc1cc(=O)n2ccccc2c1C#N
    12, -17, 0.0, 1.6, 2.2, -2, -1, -0.1, -3, -13, 3
30: CCOc1ccc(N2C(=O)CC(Sc3nc(-c4cccs4)cc(C(F)(F)F)c3C#N)C2=O)cc1 (stereo unspecified)
    3, 16, 1.2, 1.5, 2.5, 1, 11, 0.6, 4, 2, 1
29: CC1CCN(c2nc3ccc(C(=O)NCCCN4CCCCC4)cc3s2)CC1
    -1, -26, 0.9, 2.6, 0.5, 10, 13, -0.4, 4, -1, -3
33: O=C(Nc1ccccc1)c1ccccc1O
    11, -8, 3.1, 3.3, 5.2, 4, 7, 0.2, 4, 43, 1
35: C=CCOC(=O)CSCC(NC(=O)OC(C)(C)C)C(=O)OCC (stereo unspecified)
    7, -17, 0.6, 5.5, 0.3, 7, 5, 0.5, 1, 8, 0
36: Cc1cc(C)cc(NC(=O)NCc2ccccn2)c1
    -8, -16, 0.2, -1.2, -2.8, 2, 3, 0.2, -9, 378, -1
